# Rab9 promoter act: activates the Rab9 promoter; 2.8% of 320,000 active; Potency, µM (series often up to 9.22 µM), for inactives: at the top dose activation, negative = inhibition, usual class: activators; Huh7 Rab9 promoter-luciferase reporter, luminescence, 24 h; AID 485297; also: % of control where 0% means no effect; nearly all actives have a fitted effect of over 60% in size
#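 Huh7 reporter line, Rab9 promoter upstream of luciferase. Compound exposure 24 h at 37 °C in reduced-serum medium with 10% FBS. Read-out: luminescence.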
# ELG1 genotoxic: genotoxicity induction in ELG1-luciferase HEK293T cells; 1.3% of 330,000 active; AID 504466; HEK293T ELG1-luciferase reporter, luminescence, 16 h; Potency, µM (titrated, usually from 46 µM), inactives show at the top dose activity change, positive = activation, actives largely listed as activators; also: % of control where 0% means no effect; nearly all actives have a fitted effect of over 60% in size
#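 ELG1-luciferase HEK293T cells, 2,000/well; compound pinned in; 16 hr, 37 °C, 5% CO2; ONE-Glo, 30 min RT; luminescence on CCD imager.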
# MBNL1 CUG block: blocks human MBNL1 binding to CUG repeat RNA | TR-FRET MBNL1-His/biotin-(CUG)12 binding, 665/545 ratio | Potency, µM (titrated, usually from 57.5 µM), for inactives: at the highest dose activity change, negative = inhibition, hits mostly inhibitors | 0.036% of 280,000 active | AID 2675; active = well fitted inhibition curve with a large enough effect in the signal ratio, with a control signal flat, not every such curve was filed as active; inconclusive = small, poorly fitted or top-dose-only effect, or effect the other way, or a change in a side signal; inactive = no such curve, though single readings can be large or run the other way; the % refers to the signal ratio; also: % is scaled to controls: 0 for no effect and ±100 for the full control effect
# Target sequence (Q9NR56 whole entry, looked up): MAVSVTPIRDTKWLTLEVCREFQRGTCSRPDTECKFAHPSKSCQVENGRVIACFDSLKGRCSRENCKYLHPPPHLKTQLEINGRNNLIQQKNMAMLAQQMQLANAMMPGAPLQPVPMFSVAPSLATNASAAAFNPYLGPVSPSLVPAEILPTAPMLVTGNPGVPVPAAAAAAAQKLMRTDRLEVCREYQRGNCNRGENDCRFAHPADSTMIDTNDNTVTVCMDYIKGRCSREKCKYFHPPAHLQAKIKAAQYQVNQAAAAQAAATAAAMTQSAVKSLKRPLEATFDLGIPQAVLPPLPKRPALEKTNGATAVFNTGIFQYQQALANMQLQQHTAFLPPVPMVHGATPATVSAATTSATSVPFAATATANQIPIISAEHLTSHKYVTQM
#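 Compounds (final 92 nM to 58 uM) are added to His-tagged MBNL1 and biotin-(CUG)12, then terbium anti-His antibody and streptavidin-XL665 (5 nM final). After 60 min at room temperature, the 665/545 nm ratio is read.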
# NPC1 promoter act: NPC1 promoter activation. Potency, µM (titrated, usually from 9.22 µM), inactives show top-dose activation, actives largely listed as activators. Huh7 NPC1 promoter luciferase reporter, 24 h. 2.4% of 320,000 active. AID 485313;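 also: % of control where 0% means no effect; nearly all actives have a fitted effect of over 60% in size; reporter is driven by a mutant NPC1 promoter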
#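 Readout is luciferase luminescence, reflecting NPC1 promoter activation in stably transfected Huh7 cells after 24 h compound exposure at 37 °C in reduced-serum medium with 10% FBS.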
# VP16 counter: Gal4-VP16 reporter inhibition counter-screen. AID 2546. Drosophila S2 Gal4-VP16 UAS-luciferase, luminescence, 20 h. Potency, µM (doses to about 53.6 µM), without a hit: top-dose activity, negative = inhibition, actives largely listed as inhibitors. 3.5% of 310,000 active;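 also: Gal4-VP16 expression switched on by copper sulfate through the metallothionein promoter; % is scaled to controls: 0 for no effect and ±100 for the full control effect; nearly all actives have a fitted effect of over 50% in size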
# uPA surface inh: cell surface uPA generation inhibition; cell surface uPA generation assay, qHTS; Potency, µM (titrated, usually from 38.3 µM), without a hit: top-dose activity change, negative = inhibition, actives largely listed as inhibitors; 0.31% of 330,000 active; AID 540303; active = well fitted inhibition curve with a large enough effect; inconclusive = small, poorly fitted or top-dose-only effect; inactive = no such curve, though single readings can be large or run the other way; tested in mouse RAW 264.7 cells; also: % is scaled to controls: 0 for no effect and ±100 for the full control effect; nearly all actives have a fitted effect of over 55% in size
# p53 reactivator: restores transcriptional activity of mutant p53 | H1299 p53-A138V BP100-luciferase reporter, luminescence, 24 h | Potency, µM (doses to about 92.2 µM), for the others: top-dose activity change, positive = activation, usual class: activators | 0.063% of 320,000 active; also: % of control where 0% means no effect; nearly all actives have a fitted effect of over 45% in size
#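 p53-null H1299 cells stably carrying temperature-sensitive p53-A138V and a BP100-luciferase reporter were pinned with compounds (4-point, 1:5 series) and held 24 hrs at 37 deg C. Luminescence was read 10 min after detection reagent.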
# RORg inh: ROR gamma (mouse) transcription inhibition; Potency, µM (doses to about 53.6 µM), without a hit: at the highest dose activity change, negative = inhibition, hits mostly inhibitors; Drosophila S2 Gal4-RORgamma UAS-luciferase reporter, 20 h; AID 2551; 5.4% of 310,000 active; also: % is scaled to controls: 0 for no effect and ±100 for the full control effect; nearly all actives have a fitted effect of over 60% in size
#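 Luciferase reporter read in Schneider cells carrying Gal4-RORγ (mouse) and UAS-Photinus luciferase; cells given compound 1 h before 700 uM copper sulfate induction, then incubated 20 h at ambient temperature.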
# FLuc counter: counter-screen for miR-21 project: firefly luciferase inhibitors or activators; P08659; purified FLuc, Km substrates, luminescence inhibition; Potency, µM (titrated, usually from 57.5 µM), for the others: at the highest dose activity change, negative = inhibition, actives largely listed as inhibitors; 6.9% of 360,000 active;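 also: plate controls were vehicle for no effect and reference inhibitor for full effect; nearly all actives have a fitted effect of over 55% in size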
# Target sequence (P08659 whole entry, looked up): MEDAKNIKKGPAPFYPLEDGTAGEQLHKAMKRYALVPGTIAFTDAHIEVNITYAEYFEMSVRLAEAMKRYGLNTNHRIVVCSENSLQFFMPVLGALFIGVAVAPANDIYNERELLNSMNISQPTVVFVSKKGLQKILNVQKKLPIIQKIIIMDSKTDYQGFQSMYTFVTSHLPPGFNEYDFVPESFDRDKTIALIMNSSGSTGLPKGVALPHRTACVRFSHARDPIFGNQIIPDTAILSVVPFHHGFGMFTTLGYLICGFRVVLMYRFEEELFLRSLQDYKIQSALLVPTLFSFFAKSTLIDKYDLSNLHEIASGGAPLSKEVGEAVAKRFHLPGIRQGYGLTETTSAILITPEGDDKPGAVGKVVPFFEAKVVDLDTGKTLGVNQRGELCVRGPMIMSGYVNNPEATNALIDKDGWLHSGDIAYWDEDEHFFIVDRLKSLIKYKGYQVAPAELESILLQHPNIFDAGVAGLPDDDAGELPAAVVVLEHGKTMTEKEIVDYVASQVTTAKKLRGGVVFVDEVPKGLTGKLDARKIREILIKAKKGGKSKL
#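 Biochemical qHTS of compounds, final roughly 60 µM downward over six points, against 10 nM purified firefly luciferase using Km concentrations of substrates (10 uM D-luciferin, 10 uM ATP) in Tris acetate pH 7.5 buffer; luminescence output.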
# BRCA1 expr act: activators of BRCA1 expression; MCF7-BRCA1-FFLuc reporter, luminescence, 48 h; response scale: scaled: vehicle 0%, 10 µM genistein 100%; Potency, µM (doses to about 46.1 µM), for inactives: at the top dose activation, actives largely listed as activators; 1.1% of 380,000 active; AID 624202; also: nearly all actives have a fitted effect of over 80% in size; some results filed as inactive show a strong effect at the top dose
#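 First, MCF7-BRCA1-FFLuc cells (2000/well) attach for 2 h; next, compounds are pin-added and incubated 48 h at 37 °C; finally, luciferase reagent is added and luminescence read after 15 min.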
# Numbers without * were called inactive; ? = inconclusive; . = not tested or not shown; & = joins results of further samples; [ ] = another dose, or the depositor's remark. Unless noted, calls follow the shape of the dose curve; as a rule, active = well fitted curve in the direction sought with a large enough effect; inconclusive = small, poorly fitted or top-dose-only effect, or another doubt; inactive = no such curve, though single readings can be large; an effect the other way counts as inactive or inconclusive. Potency is read from the fitted curve at half-maximal effect.
molecule	Rab9 promoter act	ELG1 genotoxic	MBNL1 CUG block	NPC1 promoter act	VP16 counter	uPA surface inh	p53 reactivator	RORg inh	FLuc counter	BRCA1 expr act
COc1ccc(S(=O)(=O)NCCC(C)C)cc1C	0%	3%	4%	2%	9%	.	2%	-19%	4%	2%
CCSc1nnc(SCC(=O)c2c(N)n(C)c(=O)n(C)c2=O)s1	-6%	-2%	.	-2%	.	-3%	-7%	.	-4%	-6%
Cn1c(SCC(=O)Nc2nccs2)nnc1-c1ccco1	-5%	-1%	?	0%	16%	3%	2%	31%	-1%	-10%
CC1C(=O)NN=C1C(=O)N/N=C\c1ccc(O)cc1O (stereo not given)	-4%	-6%	.	-3%	-36%	-18%	4%	1%[10 µM]	17µM*	-21%
FC(F)(F)c1cnc(NNC(=S)Nc2ccc(Cl)cc2)c(Cl)c1	-14%	-4%	17%	-14%	7.9µM*	-12%	-2%	5.6µM*	-11%	-66%
COc1ccc(NC(=O)c2ccccc2-c2ccccc2C(=O)O)cc1	-3%	-2%	-19%	0%	2%	5%	17%	-5%	3%	1%
CCC1CCCCN1Cc1ccc(CNS(=O)(=O)c2ccc3c(c2)oc(=O)n3C)o1 (stereo not given)	-5%	0%	-3%	0%	11%	2%	-1%	-7%	2%	0%
CCCCCCCC(=O)C(C)C(=O)N(C)[C@H](Cc1ccc(OC)cc1)C(=O)N(C)[C@H](C(N)=O)C(C)C (stereo not given in full)	.	-5%	.	.	.	9%	12%	.	.	-34%
Cc1nn(-c2ccccc2)c(Cl)c1/C=N/NC(=O)c1ccccc1NS(=O)(=O)c1cccs1	0%	-2%	-4%	0%	-24%	-1%	10%	?	12µM*	15%
COc1cc2c3c(c1OC)C1(C=CC(=O)C=C1)CC3N(C(=O)CCC(=O)O)CC2 (stereo not given)	-8%	0%	?	-2%	-29%	3%	3%	-5%	-1%	7%
CN(Cc1cccc2cnccc12)C(=O)c1cc(COc2ccc(F)cc2F)on1	-18%	-2%	2%	-9%	.	-13%	.	.	1%	-19%
C#CCOCCOCCOCCNc1nc(N2CCN(C(=O)[C@H](CCCCN)n3cc([C@@H](N)[C@H](C)CC)nn3)CC2)nc(N2CCN(C(=O)[C@H](CCC(=O)O)n3cc([C@@H](N)CCCCN)nn3)CC2)n1	.	0%	.	.	.	-20%	3%	.	.	0%
CCn1cnc2sc(C(=O)N3CCN(c4ccc(OC)cc4)CC3)c(C)c2c1=O	4%	-1%	3%	-5%	1%	4%	1%	7%	-2%	-11%
CN(Cc1n[nH]c(=S)n1C)S(=O)(=O)c1ccccc1	0%	1%	-4%	2%	-7%	-10%	0%	?	1%	1%
CCCOc1ccc(-c2nc(C#N)c(N3CCN(C)CC3)o2)cc1	0%	2%	0%	-4%	-13%	8%	-5%	4%	?	19%
Cc1cnc(C(=O)OCC(=O)C23CC4CC(CC(C4)C2)C3)cn1	-1%	1%	6%	1%	.	9%	.	.	?	12%
CCC(C)[C@H](NC(=O)NCC1CCCO1)C(=O)OC (stereo not given in full)	3%	-1%	-1%	-2%	9%	.	4%	41%	1%	6%
COc1ccc(CS(=O)(=O)c2nc(C)cc(C)c2S(C)(=O)=O)cc1	-11%	-9%	4%	2%	-5%	-14%	-2%	-1%	5%	2%
Cc1ccc(NC(=O)Cn2cnc3ccccc32)cc1C	-4%	-9%	2%	-12%	?	-3%	-1%	?	-12%	0%
Cc1ccc(C(=O)NCCCc2ccccc2)c(Cl)c1	2.2µM*	?	1%	2.5µM*	-17%	0%	.	11µM*	8.5µM*	?
COc1cc2c(cc1OC)C(c1ccccc1)NCC2 (stereo not given)	-6%	0%	-3%	-4%	-4%	3%	-3%	-13%	1%	1%
CN(C(=O)COC(=O)Cc1c[nH]c2ccccc12)c1c(N)n(Cc2ccccc2)c(=O)[nH]c1=O	2%	3%	.	-2%	.	3%	-6%	.	7%	-17%
COc1ccc(N(CC(O)Cn2c3ccccc3c3ccccc32)S(=O)(=O)c2ccccc2)cc1 (stereo not given)	-4%	-1%	1%	-6%	-8%	-7%	-2%	30%	2%	-89%[inhibitor]
CCC1CCCCN1C(=O)CSc1nnc(-c2ccc(Cl)cc2)o1 (stereo not given)	1%	-5%	-4%	1%	5%	?	7%	-2%	-15%	0%
Cc1cc(C)cc(NC(=O)c2cccc(C(=O)Nc3cc(C)cc(C)c3)n2)c1	-3%	-4%	-3%	1%	-4%	-1%	12%	8%	2%	-8%
Cc1ccc(S(=O)(=O)NC(=O)NC(=O)N(C)S(=O)(=O)c2ccc(C)cc2)cc1	-10%	2%	2%	-4%	-1%	0%	3%	-15%	-2%	8%
Clc1ccc(CSc2nnc([C@@H]3CCCN3)o2)cc1Cl	0%	3%	-2%	1%	3%	-1%	16%	?	5%	-17%
CCc1ccccc1NS(=O)(=O)c1ccc2[nH]cc(C(=O)NCC3CCCO3)c(=O)c2c1 (stereo not given)	2%	.	1%	-2%	-1%	0%	.	18%	?	-16%
Cn1c(=O)nc2n(Cc3ccccc3)c3cccc(Cl)c3cc-2c1=O	0%	-1%	67%[activator]	1%	-5%	-11%	?	-34%	0%	-14%
O=C(CSc1ncnc2sc3c(c12)CCCCC3)NCc1ccco1	-2%	-6%	3%	-6%	4%	-14%	26%	-1%	?	3%
COC(=O)c1ccc(NC(=O)Cc2ccc(C)cc2)cc1	4%	1%	-6%	5%	0%	1%	-4%	9%	0%	21%
O=C(Nc1nc(-c2cccnc2)cs1)c1cccc([N+](=O)[O-])c1	?	?	14%	28%	4%	-2%	14%	27%	-7%	59%
COc1ccc(C(=O)NC2CC2)cc1OC1CCN(Cc2ccc(NC(C)=O)cc2)CC1	-10%	5%	-6%	0%	2%	8%	.	3%	14%	8%
O=C(N/N=C/c1ccco1)c1cccc([N+](=O)[O-])c1	1%	2%	?	-3%	-28%	5%	-2%	?	-1%	3%
Cc1ccccc1S(=O)(=O)Cc1ccc(C(=O)N2CCN(c3ccccc3F)CC2)o1	0%	-12%	0%	0%	3%	-4%	5%	9%	1%	-3%
O=C(O)C1CCC(N2C(=O)C3CCCCC3C2=O)CC1 (stereo not given)	0%	3%	4%	0%	-6%	4%	-3%	1%	0%	-7%[1.84 µM]
C/C(=N\Nc1cccc(C(=O)O)c1)c1ccc2c(c1)Nc1ccccc1S2	3.2µM*	?	16%	?	12%	2%	7%	39%	7.6µM*	7.1µM*
Cc1ccc(NC(=O)c2sc(N)nc2-c2ccc([N+](=O)[O-])cc2)c(C)c1	-5%	?	.	-2%	-8%	-2%	1%	-13%	-3%	-18%
C#CCNC(=O)C1=C[C@H](c2coc3ccccc3c2=O)[C@@H](CCCO)[C@H](OCC)O1	-4%	4%	2%	-8%	-11%	-2%	-2%	23%	-1%	9%
Cc1ccc(-c2nnc(SCC(=O)N3CCN(c4ccccc4)CC3)o2)cc1	-3%	3%	-1%	0%	0%	5%	0%	17%[10 µM]	0%	4%

# Overlap with the part before: two entries; new compounds follow.
molecule	Rab9 promoter act	ELG1 genotoxic	MBNL1 CUG block	NPC1 promoter act	VP16 counter	uPA surface inh	p53 reactivator	RORg inh	FLuc counter	BRCA1 expr act
C#CCNC(=O)C1=C[C@H](c2coc3ccccc3c2=O)[C@@H](CCCO)[C@H](OCC)O1	-4%	4%	2%	-8%	-11%	-2%	-2%	23%	-1%	9%
Cc1ccc(-c2nnc(SCC(=O)N3CCN(c4ccccc4)CC3)o2)cc1	-3%	3%	-1%	0%	0%	5%	0%	17%[10 µM]	0%	4%
Cc1ccnc(NS(=O)(=O)c2ccc(-n3cccn3)cc2)c1	-1%	0%	2%	-7%	1%	-3%	-3%	-28%	0%	-7%
CCN(c1ccccc1)S(=O)(=O)c1ccc(Cl)nc1	-6%	0%	9%	-1%	3%	-1%	1%	-9%	-1%	-18%
N#Cc1nc(N)nc(N(c2ccccc2)c2ccccc2)n1	-5%	-1%	-6%	-3%	-18%	-9%	-6%	?	-1%	-36%&-10%
COc1ccc(C2CC(c3cccs3)n3nc(N)nc3N2)cc1 (stereo not given)	3%	8%	13%	-2%	9%	-17%	1%	?	-7%	24%
CCCN(CCC)Cc1c(C(=O)OCC)nnn1-c1nonc1N	1%	-1%	-5%	0%	-1%	11%	2%	-3%	4%	5%
CC(=O)c1cccc(NC(=O)C2CCN(S(=O)(=O)c3ccc(F)cc3)CC2)c1	9%	5%	2%	-1%	-4%	3%	5%	33%	0%	1%
CC(=N/O)/C(=N\O)c1ccc(C)o1	0%	-2%	4%	2%	1%	3%	-4%	?	-3%	40%
O=c1[nH]c(C2CCCN(S(=O)(=O)c3ccccc3)C2)nc2c1nnn2Cc1cccc(Cl)c1 (stereo not given)	5%	-11%	-1%	0%	?	-12%	-9%	39%	2%	-67%
CCOC(=O)NCc1ccc(S(=O)(=O)Nc2c(C)cccc2C)cc1	-5%	-5%	-3%	1%	0%	.	5%	6%	1%	-15%
O=c1c2ccccc2nc(SCc2cn3ccsc3n2)n1-c1ccccc1F	9%	1%	-3%	8%	-26%	0%	-14%	-2%	4%	-60%
Cc1ccc(/C=N/Nc2ccc(C(=O)O)cc2)o1	0.4µM*	?	?	0.71µM*	0.4µM*	1%	10%	0.32µM*	6.7µM*	92%
